Assay outcomes (PubChem BioAssay)
FH mod: Identification of activators of human fumarate hydratase by quantitative high-throughput screening; Fumarate hydratase, mitochondrial (Homo sapiens), P07954; FH coupled MDH/diaphorase resazurin fluorescence, 15 min; Potency, µM (titrated, usually from 79.9 µM), for the others: at the top dose activity change, negative = inhibition, most hits filed as inhibitors; 0.22% of 54,000 active; further: the screen sought activators but most active calls are inhibition curves; nearly all actives have a fitted effect of over 45% in size
Target sequence (P07954 whole entry, looked up): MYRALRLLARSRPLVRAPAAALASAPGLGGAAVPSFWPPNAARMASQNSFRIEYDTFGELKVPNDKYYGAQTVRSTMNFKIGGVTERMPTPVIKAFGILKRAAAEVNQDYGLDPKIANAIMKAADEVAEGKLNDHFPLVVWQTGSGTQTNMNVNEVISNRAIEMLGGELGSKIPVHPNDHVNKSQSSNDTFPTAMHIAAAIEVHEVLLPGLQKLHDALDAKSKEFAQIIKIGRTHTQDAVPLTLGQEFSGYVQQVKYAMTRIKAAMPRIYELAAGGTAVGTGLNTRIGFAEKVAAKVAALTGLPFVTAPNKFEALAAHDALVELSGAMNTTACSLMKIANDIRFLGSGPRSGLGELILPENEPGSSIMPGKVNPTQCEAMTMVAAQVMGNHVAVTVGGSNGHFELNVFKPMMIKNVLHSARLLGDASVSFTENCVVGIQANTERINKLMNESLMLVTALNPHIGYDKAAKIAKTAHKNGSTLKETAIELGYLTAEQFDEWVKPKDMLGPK
NTMT1 inhibitor: Primary qHTS for Inhibitors of N-terminal methyltransferase 1 (NTMT1): MTaseGlo Assay. N-terminal Xaa-Pro-Lys N-methyltransferase 1 (Homo sapiens), Q9BV86. NTMT1 MTase-Glo SAH luminescence, purified enzyme. Potency, µM (highest dose often 114 µM), for inactives: at the top dose activity change, negative = inhibition, usual class: inhibitors. 2.5% of 59,000 active. AID 1645870, 2021;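 further: plate controls were DMSO vehicle for no effect and no enzyme for full effect; nearly all actives have a fitted effect of over 65% in size; many of its hits are not listed in these tables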
Target sequence (Q9BV86 whole entry, looked up): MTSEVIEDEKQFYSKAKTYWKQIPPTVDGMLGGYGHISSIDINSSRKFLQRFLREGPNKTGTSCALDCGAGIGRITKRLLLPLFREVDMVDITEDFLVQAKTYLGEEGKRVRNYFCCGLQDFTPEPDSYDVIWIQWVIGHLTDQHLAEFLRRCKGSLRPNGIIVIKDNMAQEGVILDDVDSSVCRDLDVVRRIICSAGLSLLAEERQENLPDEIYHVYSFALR
* = called active by the depositor; ? = inconclusive; & = joins results of further samples; [ ] = another dose, or the depositor's remark. The call rests on the fitted dose curve; in most records, active means well fitted curve in the direction sought with a large enough effect; inconclusive means small, poorly fitted or top-dose-only effect, or another doubt; inactive means no such curve, though single readings can be large; an effect the other way counts as inactive or inconclusive. Unless noted, on the % scale 0 is the no-effect control and ±100 the full control effect; potency means the concentration at half of the fitted maximal effect. An excerpt, so the mix of outcomes need not match the whole.

Values run as follows: FH mod, NTMT1 inhibitor
CC(C)(C)c1[nH]cnc1C=c1[nH]c(=O)c(=Cc2ccccc2)[nH]c1=O
  5%, ?
Cc1ncc(CSSCc2cnc(C)c(O)c2CO)c(CO)c1O
  6%[53.3 µM], ?
C/C(=C\CCC(C)C1=CCC2(C)OC3=C(CC12)C(=O)C(O)CC3)CO (configuration not stated)
  1%[53.3 µM], 3%[57.5 µM]
C=C1CCC2C(C)(C)CCC[C@]2(C)[C@H]1CC/C(C)=C/C(=O)O (some centres not stated)
  -8%, 13%[57.5 µM]
Cc1cccc(CC(=O)N2CCc3c2ccc(-c2cn(C)c4ncnc(N)c24)c3F)n1
  -5%, 8%[57.5 µM]
C=C[C@]1(C)C[C@H](O)[C@H]2C(=C)C(=O)O[C@@H]2[C@H]1C(=C)CO
  5%, 15%[57.5 µM]
COC1=CC(=O)C[C@@H](C)[C@]12Oc1cc(OC)cc(OC)c1C2=O
  -8%[53.3 µM], 9%[29.8 µM]
CC(C)c1ccccc1OC(=O)NCCc1ccc2ccccc2c1
  1%, 0%[57.5 µM]
C=C(F)c1sc(CNCCCNc2cc(=O)c3ccccc3[nH]2)c(C)c1Br
  2%, 0%[57.5 µM]
NC(=O)C(c1ccccc1)(c1ccccc1)[C@@H]1CCN(CCc2ccc3c(c2)CCO3)C1
  -6%[53.3 µM], ?
CCOc1ccc(Cc2nc(-c3c(C)nc4ccccn34)cs2)cc1
  -26%, ?
O=C(CCBr)N1CCN(C(=O)CCBr)CC1
  -9%[53.3 µM], ?
c1ccc2c(c1)CCc1ccccc1N2
  ?, ?
CC(=O)O[C@H]1CC(C)(C)CC2[C@@]13[C@H](O)C[C@]1(C)[C@@]2(CCC2[C@@]4(C)CC[C@H](O[C@@H]5OC[C@H](O[C@@H]6O[C@H](CO)[C@@H](O)[C@H](O)[C@H]6O[C@@H]6OC[C@@H](O)[C@H](O)[C@H]6O)[C@H](O)[C@H]5O[C@@H]5O[C@H](CO)[C@@H](O)[C@H](O)[C@H]5O)C(C)(C)C4CC[C@]21C)O[C@@H]3O (some centres not stated)
  14%[20.6 µM], 3%[12.6 µM]
CSCC1OC(n2cnc3c(N)ncnc32)C(O)C1O (configuration not stated)
  4%, -12%[57.5 µM]
N#C[C@@H]1CCCN1C(=O)CNC12CC3CC(CC(O)(C3)C1)C2
  -8%, 12%[57.5 µM]
CC(=O)O[C@H]1C[C@@]2(C)[C@@H](CC[C@H]3[C@@]4(C)C=CC(=O)[C@@H](C)[C@@H]4[C@H](O)C(=O)[C@@]32C)/C1=C(/CCC=C(C)C)C(=O)O
  0%[53.3 µM], 6%[29.8 µM]
O=C(OC[C@H]1O[C@@H](Oc2ccccc2CO)[C@H](O)[C@@H](O)[C@@H]1O)c1ccccc1
  -1%[53.3 µM], 10%[29.8 µM]
O=C(O)c1ccccc1NCCc1ccccc1
  -13%[53.3 µM], 9%[57.5 µM]
CCCCCN=C(N)N/N=C/c1c[nH]c2ccc(OC)cc12
  -3%[53.3 µM], ?
COc1cc(F)c(F)c(Nc2ccc(I)cc2F)c1NS(=O)(=O)C1(CC(O)CO)CC1 (configuration not stated)
  -24%, -25%[57.5 µM]
Cc1ccc(NS(=O)(=O)c2cc3c(cc2NC(C)CO)NC(=O)CC3)cc1C (configuration not stated)
  4%[53.3 µM], -3%
Cc1cccc(C(=O)O)c1O
  -8%[53.3 µM], ?
CO[C@@H]1[C@H](N(C)C(=O)c2ccccc2)C[C@H]2O[C@]1(C)n1c3ccccc3c3c4c(c5c6ccccc6n2c5c31)C(=O)NC4
  -1%, 16%
C[N+](C)(C)CCCCCCCCCC[N+](C)(C)C
  -14%&-3%[53.3 µM], -17%[57.5 µM]
CCOCC(O)COc1ccc(NC(=O)CC[S+](C)C)cc1 (configuration not stated)
  0%&0%[53.3 µM], 25%
CC[C@H](C)/C=C(C)/C=C/C1=CC2=C(Cl)C(=O)[C@](C)(O)[C@H](OC(C)=O)[C@H]2CO1
  -12%[53.3 µM], ?
C[C@]12CCC[C@](C)(C(=O)O)C1CCC13CC(CO)C(CCC12)C3 (some centres not stated)
  1%[53.3 µM], ?
C=CC[C@@H]1C=C(C)C[C@H](C)C[C@H](OC)[C@H]2O[C@@](O)(C(=O)C(=O)N3CCCC[C@H]3C(=O)O[C@H](C(C)=C[C@@H]3CC[C@H](O)[C@H](OC)C3)[C@@H](C)[C@@H](O)CC1=O)[C@@H](C)C[C@@H]2OC
  -8%[53.3 µM], -26%[57.5 µM]
O=C1C(O)=C(O)C(=O)C(O)=C1O
  0%[53.3 µM], ?
CC(=O)OCC1=CCC2C(C)(C)CCCC2(C)C12CCC(C)(CC(=O)O)O2 (configuration not stated)
  0%[53.3 µM], 10%[29.8 µM]
C/C=C1\[C@H](OC2OC(COC3OC(CO)C(O)C(O)C3O)C(O)C(O)C2O)OC=C(C(=O)OC)[C@H]1CC(=O)OCCc1ccc(O)cc1 (some centres not stated)
  -1%[20.6 µM], 12%[12.6 µM]
CCC/C=C1\OC(=O)C2=C1CCC(O)C2O (configuration not stated)
  -14%, 7%[57.5 µM]
C[C@H]1O[C@@H](O[C@H]2[C@@H](O)C[C@H](O[C@H]3[C@@H](O)C[C@H](O[C@H]4CC[C@@]5(C)[C@H](CC[C@@H]6[C@@H]5C[C@@H](O)[C@]5(C)[C@@H](C7=CC(=O)OC7)CC[C@]65O)C4)O[C@@H]3C)O[C@@H]2C)C[C@H](O)[C@@H]1O
  3%, 13%
CCOc1cc(C=C2C(=O)N(c3ccccc3)N=C2C)cc(Cl)c1OCC(=O)OC
  0%[53.3 µM], ?
CC1(C)CC[C@]2(C(=O)O)CC[C@]3(C)C(=CCC4[C@@]5(C)C[C@@H](O)[C@H](O)[C@@](C)(CO)C5CC[C@]43C)C2C1 (some centres not stated)
  0%[53.3 µM], 6%[29.8 µM]
C[C@H]1CC(=O)C2=C(C1)C(O)C(O)[C@@]1(O)[C@H]2C(=O)c2cccc(O)c2[C@@H]1O (some centres not stated)
  1%[53.3 µM], 11%[29.8 µM]
CC(C)[C@@H](C)/C=C/[C@@H](C)[C@H]1CC[C@H]2C3=CC=C4C[C@@H](O)CC[C@]4(C)C3=CC[C@]12C
  ?, -8%[57.5 µM]
CC1(CO)CC2C(O)C3=C(CC(C)(O)C2C1)C(=O)OC3 (configuration not stated)
  7%, 13%[57.5 µM]
CCC(C)C(=O)O[C@H]1CCC=C2C=C[C@H](C)[C@H](CC[C@@H](O)C[C@@H](O)CC(=O)O)[C@H]21 (some centres not stated)
  -1%[53.3 µM], ?

C[C@H](C/C=C/C(C)(C)O)[C@H]1CC[C@@]2(C)[C@@H]3[C@@H](O[C@@H]4O[C@H](CO)[C@@H](O)[C@H](O)[C@H]4O)C=C4C(CC[C@H](O)C4(C)C)[C@]3(C=O)CC[C@]12C (some centres not stated)
  FH mod = 1%[20.6 µM]
  NTMT1 inhibitor = 1%[12.6 µM]

[N-]=[N+]=N[C@]1(CO)O[C@@H](n2ccc(=O)[nH]c2=O)[C@@H](O)[C@@H]1O
  FH mod = -17%
  NTMT1 inhibitor = 26%[57.5 µM]

COC12CC3C(C(C)C1=CC(=O)O2)C(O)C(OC(C)=O)C1C(C)(C)C(OC(C)=O)CCC31C (configuration not stated)
  FH mod = 6%[53.3 µM]
  NTMT1 inhibitor = 4%[29.8 µM]

C[C@H](CN(C)C)Oc1nc(Nc2cc3cccc(Cl)c3cn2)cnc1C#N
  FH mod = 6%
  NTMT1 inhibitor = 2%

Cc1onc(-c2ccccc2Cl)c1C(=O)N(C)c1ccc(Cl)cc1
  FH mod = 0%
  NTMT1 inhibitor = -4%[57.5 µM]

CC(/C=C/C=C(\C)C(=O)O[C@@H]1O[C@H](CO[C@@H]2O[C@H](CO)[C@@H](O)[C@H](O)[C@H]2O)[C@@H](O)[C@H](O)[C@H]1O)=C\C=C\C=C(C)\C=C\C=C(/C)C(=O)O[C@@H]1C[C@](O)(C(=O)O)C[C@@H](O)[C@H]1OC(=O)/C=C/c1ccc(O)c(O)c1
  FH mod = -20%[20.6 µM]
  NTMT1 inhibitor = 5%[12.6 µM]

CC(C)CC(=O)OC[C@@]1(O)C[C@@]23CC[C@H]4[C@@](C)(CCC[C@@]4(C)C(=O)O)[C@@H]2CC[C@@H]1C3
  FH mod = 1%[53.3 µM]
  NTMT1 inhibitor = 14%[29.8 µM]

COc1ccc(CNC(=O)c2sc3nc(C)cc(C)c3c2N)cc1
  FH mod = -1%
  NTMT1 inhibitor = 0%[57.5 µM]

CC(C)CCNC(=O)[C@H](CC(C)C)NC(=O)[C@H]1O[C@@H]1C(=O)O
  FH mod = 4%
  NTMT1 inhibitor = 8%[57.5 µM]

CC/C=C\CCO[C@@H]1O[C@H](CO[C@@H]2OC[C@H](O)[C@H](O)[C@H]2O)[C@@H](O)[C@H](O)[C@H]1O
  FH mod = 4%[53.3 µM]
  NTMT1 inhibitor = 0%[29.8 µM]

CC(C)(O)C1=CCC23COC(C2)C(O)(C(=O)O)CCC13 (configuration not stated)
  FH mod = 5%
  NTMT1 inhibitor = -14%[57.5 µM]

C[C@@H](Oc1cc(-n2cnc3ccc(OC4CCN(C)CC4)cc32)sc1C(N)=O)c1ccccc1C(F)(F)F
  FH mod = -11%
  NTMT1 inhibitor = 2.2µM*

CC(=O)N[C@H]1[C@H](O[C@H]2CC[C@@]3(C)C(CC[C@]4(C)C3CC=C3[C@@H]5CC(C)(C)CC[C@]5(C(=O)OC5OCC(O)C(O)C5O)CC[C@]34C)C2(C)C)O[C@H](COC2OC(C)C(O)C(OC3OC(C)C(O)C(O)C3O)C2O)[C@@H](O)[C@@H]1O (some centres not stated)
  FH mod = -1%[20.6 µM]
  NTMT1 inhibitor = 1%[12.6 µM]

O=C(/C=C\n1cnc(-c2cc(C(F)(F)F)cc(C(F)(F)F)c2)n1)N1CC(F)(F)C1
  FH mod = -5%
  NTMT1 inhibitor = ?

Oc1c(Br)cc(Br)c2cccnc12
  FH mod = 13%[53.3 µM]
  NTMT1 inhibitor = 120%[activator][57.5 µM]

5 entries from above, comma-delimited.
smiles,FH mod,NTMT1 inhibitor
C/C=C1\[C@H](OC2OC(COC3OC(CO)C(O)C(O)C3O)C(O)C(O)C2O)OC=C(C(=O)OC)[C@H]1CC(=O)OCCc1ccc(O)cc1 (some centres not stated),-1%[20.6 µM],12%[12.6 µM]
CSCC1OC(n2cnc3c(N)ncnc32)C(O)C1O (configuration not stated),4%,-12%[57.5 µM]
CCOc1cc(C=C2C(=O)N(c3ccccc3)N=C2C)cc(Cl)c1OCC(=O)OC,0%[53.3 µM],?
Cc1onc(-c2ccccc2Cl)c1C(=O)N(C)c1ccc(Cl)cc1,0%,-4%[57.5 µM]
C=C(F)c1sc(CNCCCNc2cc(=O)c3ccccc3[nH]2)c(C)c1Br,2%,0%[57.5 µM]

More compounds.
Cc1ccc(Sc2cncc3sc(C(N)=O)cc23)cc1
  FH mod = 0%
  NTMT1 inhibitor = -4%[57.5 µM]

Cc1cc(NS(=O)(=O)c2ccc(N)cc2)no1
  FH mod = 1%&6%[53.3 µM]
  NTMT1 inhibitor = -27%&0%[57.5 µM]

Cc1ccc(S(=O)(=O)NCc2ccc(C(=O)NCCN(Cc3ccccc3)C(C)C)cc2)cc1
  FH mod = -5%
  NTMT1 inhibitor = -15%[57.5 µM]

COc1cc(/C=C/C(=O)OC[C@H]2O[C@H](O[C@]3(CO)O[C@H](CO)[C@@H](O)[C@@H]3O)[C@H](O)[C@@H](O)[C@@H]2O)cc(OC)c1O
  FH mod = 9%[53.3 µM]
  NTMT1 inhibitor = -4%[29.8 µM]

CCOC(=O)O[C@]1(C(=O)OCCl)CC[C@@H]2[C@H]3CCC4=CC(=O)C=C[C@]4(C)[C@@H]3[C@@H](O)C[C@@]21C
  FH mod = 4%[53.3 µM]
  NTMT1 inhibitor = 1%[57.5 µM]

O=C(c1ccccc1)c1ccc2nc(NC(=O)c3csc(C4CCN(c5ncnc6ccsc56)CC4)n3)[nH]c2c1
  FH mod = -5%
  NTMT1 inhibitor = 3%[57.5 µM]

COc1ccc2c(c1)c(C1=C(c3c[nH]c4ccccc34)C(=O)NC1=O)cn2CCCN(C)C
  FH mod = -7%[53.3 µM]
  NTMT1 inhibitor = 14µM*

C=CC1C(OC2OC(CO)C(O)C(O)C2O)OC=C(C(=O)OC)C1CC1CC(=O)CC(CCc2ccc(O)cc2)O1 (configuration not stated)
  FH mod = 7%[20.6 µM]
  NTMT1 inhibitor = 4%[12.6 µM]

O=C(Nc1ccc(C(F)(F)F)cn1)N1CCN(c2ncccc2C(F)(F)F)CC1
  FH mod = 1%
  NTMT1 inhibitor = 3%[57.5 µM]

CCC(CC)(CC(=O)Nc1cccc(/C=C/c2nc(C3CCC3)cs2)c1)C(=O)O
  FH mod = -11%[53.3 µM]
  NTMT1 inhibitor = 17%[57.5 µM]

COc1ccc(CCNCc2ccc(OCc3ccc(Cl)nc3)c(OC)c2)cc1OC
  FH mod = 6%
  NTMT1 inhibitor = -5%

Cl/C(=C\n1cncn1)c1ccc(Cl)cc1Cl
  FH mod = -5%[53.3 µM]
  NTMT1 inhibitor = -25%[57.5 µM]

COC(=O)c1cc(CN2CCN(C(=N)N)CC2)cc(C(=O)N2CCN(C(=O)c3ccc(C(=N)N)cc3)CC2)c1
  FH mod = 6%
  NTMT1 inhibitor = -12%[57.5 µM]

O=C(O)Cc1nn(Cc2nc3cc(C(F)(F)F)ccc3s2)c(=O)c2nccnc12
  FH mod = ?
  NTMT1 inhibitor = 11%[57.5 µM]
